# b-catenin transl = modulators of beta-catenin nuclear translocation; HeLa beta-catenin nuclear translocation, immunofluorescence imaging; nuclear translocation activity, % at 5 µM; hit rate 0.3% among 190,000; AID 1665;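 active = nuclear translocation activity above 50% at 5 µM, with a well cell count of 50 or more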;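 note: per-cell ratio of nuclear to cytoplasmic median beta-catenin stain intensity; plate controls were DMSO negative control for no effect and GSK-3 inhibitor IX positive control for full effect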
#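 test system = HeLa cells, endogenous beta-catenin | dosing = single 5 µM dose plus 0.02–20 µM confirmation series | times = compound treatment 24 h, 37°C, 5% CO2 | technique = beta-catenin immunofluorescence imaging with DAPI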
# Ins promoter up = MIN6 insulin promoter up-regulation. z-score at 5 µM. hit rate 0.3% among 190,000. AID 1625. MIN6 insulin promoter-GFP reporter, high-content imaging; stronger effect = higher value;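 active = z-score above 3 at 5 µM with at least 500 cells counted in the well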
# T cell modulator = modulates CD8 T cell binding to vesicles; calls only at 7 µM; 2C CD8+ T cell-vesicle binding, flow cytometry; stronger effect = lower value; hit rate 0.068% among 330,000;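 active = response, share of CD8 T cells binding vesicles, and their 90th percentile fluorescence all below set limits, cut at about 80% in these data, passing the limit was not always enough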
#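 Material: 2C TCR transgenic mouse naive CD8+ T cells, MACS-purified. Also added: QL9-charged Drosophila Ld/ICAM-1/B7-1 vesicles. Timing: binding 1.5 h at 37 °C. Measured by: high-throughput flow cytometry with anti-B7-1 and anti-CD8 staining. Read-out: percent CD8+ FL2 mean versus row control. Controls: Unloaded micro-vesicles (low), QL9 vesicles with 0.7% DMSO (high).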
# Myeloid diff MLP = myeloid differentiation induction; hit rate 1% among 360,000; AID 624256; ER-HoxA9 myeloid progenitors, lysozyme-GFP differentiation, flow cytometry; calls only at 10 µM;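 active = normalized GFP-positive differentiation at or above the plate's own cutoff, the solvent-only control mean plus 3 SD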;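 note: cells exposed to compound for four days before flow analysis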
# Autophagy mod = autophagy modulation, high-content screen | MEF GFP-LC3 puncta imaging; test concentration mostly 10 µM | calls only at 10 µM (by protocol) | hit rate 0.98% among 190,000 | AID 463193;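 active = percentage of spot-positive cells more than 3 SD above its plate mean, without a fluorescence outlier flag or 80% toxicity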;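 note: spot-positive cell cutoff set from DMSO-treated cells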
# WT yeast gro inh = growth inhibition of WT yeast, mitochondrial fusion screen; mitochondrial fusion phenotypic screen, WT strain; inhibition, % at 10 µM; hit rate 2.1% among 190,000; in the data active = inhibition above about 58%; tested in S. cerevisiae
# West Nile virus CPE = West Nile virus antiviral activity, cell-based, CPE readout (AID 1621); West Nile virus-infected cells, CPE inhibition; higher % means a stronger effect; CPE inhibition, % at 10 µM; hits with a dose series show IC50 in µM; hit rate 0.02% among 290,000; in the data active = a potency from the dose series; note: strong numbers were not always called active
# MT stabilizer = microtubule stabilization, imaging screen | HeLa tubulin immunostaining HCS, 24 h; share of cells brighter than vehicle mean+2SD | % tubulin-high responders, % at 10 µM | hit rate 0.83% among 200,000 | AID 2205;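 active = plate Z-score above 3 for both tubulin-high and condensed-nucleus cell shares, with cell loss under 80%, at 10 µM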;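 note: anti alpha tubulin signal scored within the nucleus-defined area of each cell; some results filed as inactive read as strong as hits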
# Lipid droplet = modulators of hepatic lipid droplet formation; AML12 mouse hepatocytes, oleate lipid droplets, BODIPY imaging; inhibition, % at 6.5 µM; hit rate 0.4% among 240,000;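 active = lipid droplet intensity inhibited by at least 50%, with more than 500 cells counted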
#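 Assay system: AML12 hepatocytes (mouse); Probe or stimulus: oleic acid at 100 µM to induce lipid droplet formation; Dosing: compound at 6.5 µM only; Schedule: compound with oleate, overnight; Detection: fluorescence imaging, 20x objective, two fields per well; Measure: % inhibition of lipid droplet signal.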
# WT yeast gro inh mutant strain = further read-out of WT yeast gro inh, marked with its call; inhibition, %; mitochondrial fusion phenotypic screen, mutant strain inhibition
# Ins promoter up cell count = also measured in Ins promoter up; calls as there; cell count; measured here: cytotoxicity, nuclei count;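 total cells summed across four imaged fields per well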
# Lipid droplet cells 6.5 µM = also measured in Lipid droplet; calls as there; cell count; measured here: cell count, cytotoxicity flag;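 cells counted across two imaged fields per well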
# b-catenin transl cell count 5 µM = recorded beside b-catenin transl, whose call it bears; cell count; measured here: cell count, cytotoxicity flag
# T cell modulator vesicle-bound % = second read-out of T cell modulator, no call of its own (marks repeat the call); double positive events, %; measured here: CD8+ vesicle-bound cell fraction;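 binding gate set so that unloaded-vesicle control wells show 10% double positive cells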
# MT stabilizer Hoechst-high % = second read-out of MT stabilizer, no call of its own (marks repeat the call); % Hoechst-high responders; measured here: nuclear condensation Hoechst responders;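 share of cells brighter than vehicle mean plus two SD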
# MT stabilizer cytotoxicity % = second read-out of MT stabilizer, no call of its own (marks repeat the call); toxicity, %; measured here: cytotoxicity by cell density;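 0% = mean cell density of plate MIN control wells and 100% = no cells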
# Autophagy mod cell loss 18 h = recorded beside Autophagy mod, whose call it bears; toxicity, %; measured here: cell loss, nuclei count;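 cell loss after 18 h compound exposure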
# Myeloid diff MLP GFP+ MAC1+ % = also measured in Myeloid diff MLP; calls as there; GFP+ MAC1+ double positive, %; measured here: differentiation confirmed by MAC1 staining
# * marks the source's active call; other numbers are inactive results; i = inactive; / = not tested or not shown.
SMILES,b-catenin transl,b-catenin transl cell count 5 µM,Ins promoter up,Ins promoter up cell count,T cell modulator,T cell modulator vesicle-bound %,Myeloid diff MLP,Myeloid diff MLP GFP+ MAC1+ %,Autophagy mod,Autophagy mod cell loss 18 h,WT yeast gro inh,WT yeast gro inh mutant strain,West Nile virus CPE,MT stabilizer,MT stabilizer Hoechst-high %,MT stabilizer cytotoxicity %,Lipid droplet,Lipid droplet cells 6.5 µM
COc1ccc(CCN(C)C2CCCN(C(=O)CCSC)C2)cc1OC (stereo not drawn),/,/,/,/,i,49,i,0.2,/,/,/,/,0.0%,/,/,/,-2,792
Cn1c(SCC(=O)Nc2ccc(Cl)cc2F)nnc1-c1ccco1,/,/,/,/,i,31,i,0.6,/,/,/,/,-1.0%,/,/,/,7,845
COc1ccc(C2C(C#N)=C(C)NC3=C2C(=O)c2ccccc23)cc1 (stereo not drawn),1.5,1024,/,/,i,36,i,0.9,i,5,1,-10,-0.4%,11,4.9,16,8,822
O=C(Nc1nccs1)c1cccnc1,/,/,/,/,i,53,i,0.4,/,/,/,/,0.5%,/,/,/,-11,804
C=CCn1c(SCC(=O)N2CCOCC2)nc2sc(C)c(C)c2c1=O,/,/,/,/,i,24,i,0.3,/,/,/,/,-0.2%,/,/,/,2,819
CS(=O)(=O)Nc1ccc(C(=O)Nc2ccc(S(=O)(=O)N3CCCC3)cc2)cc1,1.4,1031,0.16,1248,i,40,i,0.3,i,5,-1,0,0.3%,2.6,2.8,3.1,9,768
CC(=O)C1=C(C)NC(=O)NC1c1cccc([N+](=O)[O-])c1O (stereo not drawn),-1.1,1047,0.03,1244,i,35,i,0.6,i,30,-4,-4,0.7%,3.7,1.2,8.9,5,720
CN(CCC#N)C(=S)NC(=O)c1ccc(S(=O)(=O)N2CCOCC2)cc1,-3.3,1154,-0.01,1604,i,16,i,0.6,i,16,-1,-8,0.8%,3.2,1.8,6.2,3,635
NC(=O)c1cccc(CC(=O)c2ccccc2)c1,-0.5,1226,-0.21,1083,i,19,i,0.6,/,/,/,/,0.0%,/,/,/,20,688
O=C(CSc1nnc2scc(-c3ccccc3)n12)NCc1ccco1,1.2,528,0.35,1355,i,15,i,0.1,i,14,-2,-18,-0.4%,4.4,2.7,3.7,2,753
Cc1ccc(CSc2nnc(-c3ccc(S(=O)(=O)N4CCCC4)cc3)o2)cc1,1.3,811,/,/,i,33,i,1.0,i,3,3,1,-0.8%,1.1,2.4,15,/,/
COc1ccc(COc2ccccc2C(N)=O)cc1F,-2.3,530,0.29,1231,i,26,i,0.6,i,11,1,-15,-0.5%,3.1,2.4,3.7,-3,724
COc1ccc(Nc2nc(C)nc3c2nnn3Cc2ccccc2)cc1OC,2.9,917,-0.26,848,i,31,i,0.6,i,4,-4,-11,-0.1%,2.0,1.7,11,-3,721
Cc1cc2cc(CNC(=S)Nc3ccc(OC(F)(F)F)cc3)ccc2[nH]1,-0.5,576,0.06,1142,i,27,i,3.5,i,24,16,-12,/,2.4,2.5,9.5,-6,655
Cc1ccc(NNC(=O)c2c(F)cccc2Cl)cc1Cl,2.5,1290,0.48,1370,i,30,i,0.2,/,/,/,/,-0.1%,/,/,/,-3,694
O=C(CSc1nc2ccsc2c(=O)n1Cc1ccccc1)NCc1ccco1,-2.8,1054,0.13,1771,i,24,i,9.3,i,6,2,11,1.0%,4.6,3.1,6.2,24,692
O=C(CN1CCCCCC1)Nc1ccc(F)c(F)c1,-0.1,1117,0.61,1088,i,37,i,0.4,i,3,-14,-5,0.9%,3.0,3.0,8.7,-9,683
COc1ccc(CC(=O)Nc2cc(C)on2)cc1,/,/,/,/,i,21,i,0.6,i,6,0,-3,0.7%,2.0,0.2,25,-7,729
CC(C)c1ccc(C(=O)NN2C(=O)C3CCCCC3C2=O)cc1 (stereo not drawn),0.5,545,-0.02,1252,i,10,i,1.7,i,11,-17,-19,0.9%,2.0,4.4,7.2,7,681
COc1ccc(S(=O)(=O)N(CC(=O)N2CCN(C)CC2)C2CCCCC2)cc1OC,-2.9,1090,0.04,815,i,7,i,0.5,i,-4,-13,5,-0.4%,3.6,1.9,11,3,706
CCOc1ccc(-c2c(C(=O)N/N=C/c3cccs3)nnn2-c2nonc2N)cc1,/,/,/,/,i,43,i,1.1,/,/,/,/,-0.2%,/,/,/,-9,755
Cn1c(=O)c2c(nc(NCC3CCCO3)n2Cc2ccccc2)n(C)c1=O (stereo not drawn),-2.7,1241,-0.68,1111,i,37,i,1.6,i,-10,-11,2,0.0%,3.1,2.4,6.8,20,727
O=C(Nc1ccc(N2CCCC(O)C2)cc1)c1snc2c(=O)[nH]cnc12 (stereo not drawn),-1.3,1062,1.2,1039,i,33,i,1.8,i,-5,-19,-7,-0.1%,1.4,1.5,3.3,-14,690
Cn1cccc1C(=O)OCC(=O)Nc1cccc(S(=O)(=O)N2CCOCC2)c1,-1.3,987,0.29,1641,i,27,i,0.5,i,1,8,10,0.3%,4.7,2.8,4.5,-18,597
CC1(C(=O)OCC(=O)NCCNC(=O)COC(=O)C2(C)CC2(Cl)Cl)CC1(Cl)Cl (stereo not drawn),/,/,/,/,i,64,i,0.7,/,/,/,/,-0.1%,/,/,/,0,812
OCC1CCCN(Cc2ccc(-c3ccccc3)cc2)C1 (stereo not drawn),-0.7,1404,-0.28,1590,i,11,i,7.1,i,-6,11,28,0.2%,5.4,5.1,9.0,/,/
CC(C)Sc1nnc(CNC(=O)C23CC4CC(CC(C4)C2)C3)n1Cc1ccccc1,0.5,1102,0.73,1598,i,44,i,0.4,i,6,12,-5,/,2.2,3.0,5.8,-2,658
O=C(Nc1ccc(Oc2ccccc2)cc1)C1CC1,-4.9,1068,-0.26,1563,i,43,i,0.8,i,5,14,9,0.7%,2.5,3.9,5.8,10,660
O=c1cc2c(n[nH]1)CCCC2,-4.8,890,0.82,1470,i,30,i,0.6,i,-8,-10,-13,0.2%,2.1,2.2,1.1,/,/
Cc1ccnc(NS(=O)(=O)c2cccs2)c1,-1.6,1047,0.07,1174,i,66,i,7.7,i,-7,20,13,-0.3%,2.6,1.8,4.5,14,745

# Random excerpt: three entries already listed.
SMILES,b-catenin transl,b-catenin transl cell count 5 µM,Ins promoter up,Ins promoter up cell count,T cell modulator,T cell modulator vesicle-bound %,Myeloid diff MLP,Myeloid diff MLP GFP+ MAC1+ %,Autophagy mod,Autophagy mod cell loss 18 h,WT yeast gro inh,WT yeast gro inh mutant strain,West Nile virus CPE,MT stabilizer,MT stabilizer Hoechst-high %,MT stabilizer cytotoxicity %,Lipid droplet,Lipid droplet cells 6.5 µM
COc1ccc(CCN(C)C2CCCN(C(=O)CCSC)C2)cc1OC (stereo not drawn),/,/,/,/,i,49,i,0.2,/,/,/,/,0.0%,/,/,/,-2,792
COc1ccc(Nc2nc(C)nc3c2nnn3Cc2ccccc2)cc1OC,2.9,917,-0.26,848,i,31,i,0.6,i,4,-4,-11,-0.1%,2.0,1.7,11,-3,721
CCOc1ccc(-c2c(C(=O)N/N=C/c3cccs3)nnn2-c2nonc2N)cc1,/,/,/,/,i,43,i,1.1,/,/,/,/,-0.2%,/,/,/,-9,755

# Following part
SMILES,b-catenin transl,b-catenin transl cell count 5 µM,Ins promoter up,Ins promoter up cell count,T cell modulator,T cell modulator vesicle-bound %,Myeloid diff MLP,Myeloid diff MLP GFP+ MAC1+ %,Autophagy mod,Autophagy mod cell loss 18 h,WT yeast gro inh,WT yeast gro inh mutant strain,West Nile virus CPE,MT stabilizer,MT stabilizer Hoechst-high %,MT stabilizer cytotoxicity %,Lipid droplet,Lipid droplet cells 6.5 µM
CC(NC(=O)c1ccc2c(c1)C(=O)N(Cc1cccnc1)C2=O)c1ccccc1 (stereo not drawn),/,/,/,/,i,85,i,0.8,/,/,/,/,0.0%,/,/,/,-3,787
O=C1CCC(C(=O)NCc2ccc3c(c2)OCO3)N1 (stereo not drawn),-1.4,1048,0.04,1237,i,39,i,0.5,i,-7,-17,3,0.7%,4.4,2.0,12,-6,691
Cc1ccc(C)c(NC(=O)NNS(=O)(=O)c2ccc(C)c(C)c2)c1,/,/,/,/,i,9,i,1.1,/,/,/,/,-0.2%,/,/,/,27,900
Cn1c(SCc2ccc([N+](=O)[O-])cc2)nnc1-c1cccnc1,-9.1,1083,0.3,1509,i,30,i,0.5,i,16,9,7,-0.2%,3.3,2.7,7.1,-4,676
Cc1ccc(CNC(=O)c2cc3cc(Br)ccc3oc2=N)cc1,/,/,/,/,i,57,i,1.0,/,/,/,/,-0.3%,/,/,/,-5,674
COC(=O)c1ccc(CSc2nc3c(c(=O)n2-c2ccc(F)cc2)SCC3)o1,-2.7,1176,-0.62,984,i,36,i,2.0,i,3,10,-3,0.1%,2.5,1.5,21,-17,732
CN(C)c1ccnc2sc3c(SCc4ccc(Cl)cc4)ncnc3c12,0.0,1038,-0.02,1505,i,30,i,0.6,i,2,-4,-12,-1.2%,1.9,5.0,6.6,-25,537
CCOC(=O)C1=C(C)N(C)C(C)=C(C(=O)OCC)C1c1ccccn1,1.8,966,0.69,1357,i,55,i,1.0,i,4,4,1,-0.7%,2.1,2.5,10,-6,680
c1ccc(NCc2cccc3ccccc23)nc1,/,/,/,/,i,55,i,0.3,/,/,/,/,-0.4%,/,/,/,5,818
CCc1nnc(NS(=O)(=O)c2ccc(NS(=O)(=O)c3ccccc3)cc2)s1,-7.4,1144,-0.69,1346,i,8,i,3.6,i,21,17,4,1.5%,4.9,3.1,12,25,765
Cc1ccc(-n2c(=O)[nH]c3ncccc3c2=O)cc1,-0.2,986,0.54,1430,i,24,i,0.7,i,-14,15,2,-0.5%,2.2,0.4,0.9,-1,695
O=C1S/C(=C\c2ccccn2)C(=O)N1Cc1ccccc1F,-3.2,540,0,1151,i,14,i,0.5,i,-3,-15,4,0.0%,5.5,3.2,0.2,0,679
Cc1nnc(C)n1/N=C/C=C/c1ccccc1,-3.2,934,0.08,1433,i,17,i,1.1,i,2,-1,-27,0.1%,3.9,1.7,0.3,/,/

# Source: PubChem BioAssay
